hERG rescue – compounds protecting human hERG from proarrhythmic drug block; 310,000 compounds, 0.51% hits; Q12809; CHO-hERG, FluxOR thallium flux, dofetilide IC70 present; activation (rescue from dofetilide block), less the hit threshold, % at 10 µM; AID 1511;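 active means activation above the mean of controls blocked by dofetilide plus 5 SD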;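 further: thallium influx through hERG after potassium depolarization seen as dye fluorescence rise; in these data hits start at about 4.7%; inactives centre near -7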
TMEM16A inh – blocks the mouse calcium-activated chloride channel TMEM16A; Q8BHY3; HEK293 TMEM16A/YFP iodide influx fluorescence, ionomycin; normalized B-score (activity score, 25-100; higher = stronger inhibition) at 10 µM; 310,000 compounds, 1.2% hits;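 active means ratio plate-corrected score three or more library SD toward inhibition, starting fluorescence score within five deviations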;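 further: score derived from kinetic fluorescence span divided by baseline fluorescence per well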
HDAC3 inhib – inhibitors of human histone deacetylase 3 | O15379 | 320,000 compounds, 0.15% hits | recombinant HDAC3, fluorogenic peptide/trypsin coupled, fluorescence | inhibition, % at 8.3 µM; in the data active means inhibition above about 26%, passing the limit was not always enough; inconclusive means no clear call, values can overlap the other calls
KCNQ1 inh – inhibitors of human KCNQ1 potassium channel; B-score at 10 µM; P51787; CHO-K1 KCNQ1, FluxOR thallium flux fluorescence; hits give high values; 310,000 compounds, 1.3% hits;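 active means compounds whose thallium flux B-score, printed positive for inhibition, exceeds three library SD while starting fluorescence stays within three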;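 further: channel opened by potassium depolarization with thallium stimulus after 20 min compound exposure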
Target sequence (P51787 whole entry, looked up): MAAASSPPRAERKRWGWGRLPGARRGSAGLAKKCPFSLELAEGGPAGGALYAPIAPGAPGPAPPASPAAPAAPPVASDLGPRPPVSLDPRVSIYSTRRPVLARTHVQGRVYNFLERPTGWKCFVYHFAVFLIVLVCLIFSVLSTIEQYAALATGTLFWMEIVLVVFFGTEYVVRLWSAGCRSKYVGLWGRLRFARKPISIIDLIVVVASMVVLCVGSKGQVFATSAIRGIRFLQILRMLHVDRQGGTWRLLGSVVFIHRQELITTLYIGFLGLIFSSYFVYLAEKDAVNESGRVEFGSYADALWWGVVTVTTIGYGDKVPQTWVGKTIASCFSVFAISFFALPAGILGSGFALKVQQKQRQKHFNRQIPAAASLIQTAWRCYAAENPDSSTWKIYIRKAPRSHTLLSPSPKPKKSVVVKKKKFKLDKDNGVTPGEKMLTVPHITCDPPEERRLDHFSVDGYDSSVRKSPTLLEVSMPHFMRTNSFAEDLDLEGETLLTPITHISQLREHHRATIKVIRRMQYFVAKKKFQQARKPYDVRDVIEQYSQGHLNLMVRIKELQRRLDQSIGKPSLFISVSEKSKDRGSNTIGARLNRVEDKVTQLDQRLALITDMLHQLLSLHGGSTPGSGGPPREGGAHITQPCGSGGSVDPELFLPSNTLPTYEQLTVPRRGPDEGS
KCNK3 inh – human KCNK3 channel inhibition, primary screen; CHO-KCNK3 thallium flux, FluxOR fluorescence; hits give low values; AID 602410; 340,000 compounds, 0.84% hits; B-score at 10 µM;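 active means B-score under library mean minus 4 SD, starting fluorescence ratio at most library mean plus 5 SD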;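 further: more negative B-score means stronger inhibition of thallium flux through KCNK3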
KCNK9 inh – blocks the human KCNK9 two-pore domain potassium channel. HEK293 KCNK9, FluxOR thallium flux fluorescence; hits give low values. Q9NPC2. B-score at 10 µM. 310,000 compounds, 1.2% hits. AID 488922;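 active means ratio B-score over 3 SD below the library mean, with starting fluorescence within 5 SD of its mean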;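 further: negative B-score means less thallium flux so channel inhibition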
KCNQ1 pot – potentiates or activates the human KCNQ1 potassium channel; P51787; CHO-K1 KCNQ1, thallium flux FluxOR fluorescence; hits give high values; B-score at 10 µM; 310,000 compounds, 0.35% hits; AID 2648;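 active means fluorescence ratio B-score, a plate-corrected score, at least three library SD, with initial intensity B-score within 5 SD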
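Doses: Single concentration per compound, DMSO matched to controls | Test system: KCNQ1-transfected CHO-K1 cells | Timing: 90 min dye loading and 20 min compound exposure, both at room temperature | Measured by: Kinetic FluxOR thallium fluorescence, 10-s 1-Hz baseline, 110-s post-stimulus read | Medium: Assay buffer with matched DMSO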
RGS4 block – inhibitors of human RGS4 | P49798 | HEK293 M3R/RGS4 inducible, Fluo-4 calcium flux; hits give high values; triggered by carbachol at its EC20 | B-score at 10 µM | 310,000 compounds, 0.45% hits | AID 463165;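 active means B-score, a plate-corrected calcium signal, over three deviations above library mean, with baseline fluorescence within five deviations of library mean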;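 further: RGS4 expression induced by doxycycline in cells with stable M3 receptor; B-score is computed from the integrated fluorescence ratio over baseline after carbachol; higher B-score means a larger calcium signal and so more RGS4 inhibition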
Target sequence (P49798 whole entry, looked up): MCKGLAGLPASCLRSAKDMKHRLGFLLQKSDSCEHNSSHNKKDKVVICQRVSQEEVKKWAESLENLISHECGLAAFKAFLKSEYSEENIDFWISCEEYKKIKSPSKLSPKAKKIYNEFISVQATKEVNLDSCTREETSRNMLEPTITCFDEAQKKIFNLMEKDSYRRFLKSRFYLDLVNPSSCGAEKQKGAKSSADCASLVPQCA
RGS4 pot – RGS4 potentiation or activation; HEK293 M3R/inducible RGS4, carbachol calcium flux Fluo4; hits give low values; B-score at 10 µM; 310,000 compounds, 0.92% hits;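 active means B-score of the integrated calcium signal more than 4 SD below the library mean, with starting fluorescence not abnormally high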;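 further: negative B-score means reduced calcium response which marks RGS4 activation or potentiation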
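test system = M3R-expressing HEK293 line, RGS4 induced by doxycycline | probe or stimulus = carbachol at ECmax as muscarinic agonist stimulus | timing = dye loading 30 min 37 °C, buffer rest 30 min RT | signal = calcium dye Fluo4 fluorescence | evaluation = B score from integrated fluorescence ratio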
ANO1 activ – mouse TMEM16A channel activation, primary screen; Q8BHY3; HEK293 TMEM16A/YFP-H148Q/I152L, iodide quench fluorescence; hits give low values; B-score at 10 µM; 340,000 compounds, 0.3% hits; AID 623877;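 active means fluorescence-ratio B-score plate-corrected deviation score at least 3 library SD below zero, with starting fluorescence score within 5 deviations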;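 further: channel opened by trigger with iodide after compound preincubation; score built on the fluorescence ratio of max minus min over baseline; more negative score means more quench and so TMEM16A activation or potentiation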
SKKanGAS inh – SKKanGAS growth inhibition; S. pyogenes SKKanGAS, kanamycin growth, BacTiter-Glo, 6 h; 300,000 compounds, 1.3% hits; inhibition, % at 7.5 µM; AID 1662;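 active means mean replicate score, as percent of positive control median, at least 50; inconclusive means mean below 50 but one replicate at or above 50; inactive means mean and every replicate below 50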;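 further: strain carries kanamycin resistance gene driven by streptokinase promoter and grows in 40 µg/ml kanamycin; loss of luminescence reflects streptokinase promoter inhibition or plain growth inhibition; 0% = median of DMSO wells and 100% = positive control at its reference dose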
Active calls of the source: *; i = inactive; ? = inconclusive; nt = not tested or not shown.

SMILES | hERG rescue | TMEM16A inh | HDAC3 inhib | KCNQ1 inh | KCNK3 inh | KCNK9 inh | KCNQ1 pot | RGS4 block | RGS4 pot | ANO1 activ | SKKanGAS inh
Cc1ccc(Cn2nnc3c(=O)n(CC(=O)N4CCCCC4)cnc32)cc1 | -10 | i | -1 | i | i | i | i | i | i | i | -6
Cc1ccc2nc(-c3ccc(NC(=O)C(C)Sc4nncs4)cc3)sc2c1 (stereo not given) | -5 | i | -1 | i | i | i | i | i | i | i | 26
O=S(=O)(Nc1nc2ccccc2nc1Cl)c1ccc2c(c1)OCCO2 | -22 | i | 15 | i | i | i | i | i | i | i | 7
O=C(c1ccc2nc[nH]c2c1)N1CCN(c2ncc(C(F)(F)F)cc2Cl)CC1 | -9 | i | -12 | 8* | i | i | i | i | i | i | 1
CCCN1C2CCCC1CC(NC(=S)Nc1ccc(OC)cc1)C2 (stereo not given) | -7 | i | -8 | i | i | i | i | i | i | i | 15
O=C(NCc1ccncc1)C1CCCN(S(=O)(=O)c2ccc(Br)cc2)C1 (stereo not given) | -13 | i | -2 | i | i | i | i | i | i | i | 4
COC(=O)c1ccc(NC(=O)CNc2ccccc2)cc1 | -13 | i | 0 | i | i | i | i | i | i | i | 12
CCOc1ccc(C(=O)Nc2cccc(C(=O)O)c2C)cc1Cl | -4 | i | -4 | i | i | i | i | i | i | i | 0
CCOc1ccc(C(=O)c2cc([N+](=O)[O-])ccc2Cl)cc1 | -6 | i | nt | i | i | i | i | i | i | i | 4
Cc1ccccc1S(=O)Cc1ccc(C(=O)NCCN2CCOCC2)o1 (stereo not given) | -8 | i | -3 | i | i | i | i | i | i | i | 9
CCOC(=O)c1ccccc1NS(=O)(=O)c1ccc(OC)cc1 | -6 | i | 6 | i | i | i | i | i | i | i | 8
O=C1CC(c2ccco2)=Nc2ccccc2N1 | -4 | i | 1 | i | i | i | i | i | i | nt | -1
CC(C)Nc1ncnc2c1cnn2-c1ccccc1 | -6 | i | -7 | i | i | i | i | i | i | i | 11
CCC(=O)Oc1ccc2c(C)cc(=O)oc2c1C(=O)CC | 0 | i | 14 | i | i | i | i | i | i | i | 4
NC(=O)Cn1nc(-c2ccccc2)nc1-c1ccccc1 | -6 | i | -9 | i | i | i | i | i | i | i | 13

Filtered by structure: the compounds so far with a furan ring, fused or not.
SMILES | hERG rescue | TMEM16A inh | HDAC3 inhib | KCNQ1 inh | KCNK3 inh | KCNK9 inh | KCNQ1 pot | RGS4 block | RGS4 pot | ANO1 activ | SKKanGAS inh
Cc1ccccc1S(=O)Cc1ccc(C(=O)NCCN2CCOCC2)o1 (stereo not given) | -8 | i | -3 | i | i | i | i | i | i | i | 9
O=C1CC(c2ccco2)=Nc2ccccc2N1 | -4 | i | 1 | i | i | i | i | i | i | nt | -1

(listing goes on)
SMILES | hERG rescue | TMEM16A inh | HDAC3 inhib | KCNQ1 inh | KCNK3 inh | KCNK9 inh | KCNQ1 pot | RGS4 block | RGS4 pot | ANO1 activ | SKKanGAS inh
CC(C)N1CCC(N2CCN(CCCn3cccn3)CC2CCO)CC1 (stereo not given) | -7 | i | -1 | i | i | i | i | i | i | i | -11
O=C1Nc2ccccc2C1Cc1ccccc1 (stereo not given) | -4 | i | 1 | i | i | i | i | i | i | i | 5
COc1cc2cccc(OC)c(=O)c2c(OC)c1OC | -8 | i | -1 | i | i | i | i | i | i | i | 0
COc1cccc(/C=C2\N=C(SC)SC2=O)c1OC | -8 | i | -2 | i | i | i | i | i | i | i | 14
COc1ccc(CS(=O)c2nc(C)cc(C)c2S(C)(=O)=O)cc1 (stereo not given) | -5 | i | 2 | i | i | i | i | i | i | i | 36
CCOC(=O)c1ccc(CNC(=O)Cn2nnc(-c3ccccc3)n2)o1 | -19 | i | 8 | i | i | i | i | i | i | i | 3
CCC1CCCCN1C(=O)CCC(=O)Nc1nnc(C(F)(F)F)s1 (stereo not given) | -6 | i | -1 | i | i | i | i | i | i | i | 1
CC(NC(=S)NCc1ccc(F)cc1)C12CC3CC(CC(C3)C1)C2 (stereo not given) | -3 | i | 12 | i | i | i | i | i | i | i | ?
CC1=C(C#N)C(=O)N(C)C(C)(C)C1 | -7 | i | -4 | i | i | i | i | i | i | i | 5
Cc1c(C)c(C)c(S(=O)(=O)n2[nH]c(=O)c(CCO)c2C)c(C)c1C | -5 | i | ? | i | i | i | i | i | i | i | -3
COc1cc(-c2nnc(SCC(=O)OC3CCCCC3)o2)cc(OC)c1OC | -4 | i | -3 | i | i | i | i | i | i | i | 3
O=C(Cc1cccs1)NNC(=O)c1ccc(F)cc1 | -3 | i | 2 | i | i | i | i | i | i | i | 0
CO/N=C(/c1nonc1N)N1CCN(c2ccc([N+](=O)[O-])cc2)CC1 | -11 | i | 2 | i | i | i | i | i | i | i | -3
Cc1ccc(C(=O)OCC(=O)NCCC2=CCCCC2)cc1N | -10 | i | 5 | i | i | i | i | i | i | i | 0
O=C(NNC(=O)c1c(F)cccc1F)c1ccccc1OC(F)(F)F | -2 | i | 8 | i | i | i | i | i | i | i | -4
CCn1c(CC(=O)Nc2ccc(OC)cc2)nnc1SCC(=O)N1CCOCC1 | -5 | i | -3 | i | i | i | i | i | i | i | 0
CSC1=NC2C(N1)N(C)C(=O)N2C (stereo not given) | -4 | i | 5 | i | i | i | i | i | i | i | 6
O=C(Nc1cccc(S(=O)(=O)NC2=NCCC2)c1)c1c(F)cccc1Cl | -12 | i | 1 | i | i | i | i | i | i | i | 15
Cc1ccc(N2C(=O)C3C4C=CC(CNC(=S)N5CCN(c6ccccc6)CC5)(O4)C3C2=O)cc1 (stereo not given) | -8 | i | -5 | i | i | i | i | i | i | i | -14
CC(=O)N[C@@H](Cc1ccc(OC(F)(F)F)cc1)C(=O)O | -6 | i | 2 | i | i | i | i | i | i | i | -4
CSc1nc(NS(=O)(=O)c2ccc(F)cc2F)nn1C | -8 | i | 2 | i | i | i | i | i | i | i | -2
CCOCCN1CCN(c2c(CC)c(C)nc3cc(-c4cc(OC)cc(OC)c4)nn23)CC1 | -9 | i | 3 | i | i | -7.2* | i | i | -7.7* | i | 7
CCCCCCc1ccc(N2C[C@H](Cc3ccccc3)[C@@H](CC(=O)NCc3ccc(OC)cc3)C2=O)cc1 | -3 | i | 2 | i | i | i | i | i | i | i | 24
Cc1noc(NS(=O)(=O)c2ccc(NC(=O)c3cc(=O)c4ccccc4o3)cc2)c1C | -9 | i | 1 | i | i | i | i | i | i | i | 31
Cn1c(SCC(N)=O)nnc1-c1ccc(C(C)(C)C)cc1 | -2 | i | 0 | i | i | i | i | i | i | i | 3
COc1cc(C(=O)NC(C)c2ccc(S(N)(=O)=O)cc2)ccc1OCC(=O)N1CCOCC1 (stereo not given) | -11 | i | 1 | i | i | i | i | i | i | i | -1
CCCc1ccccc1OCCNC(C)=O | -15 | i | -1 | i | i | i | i | i | i | i | -5
CCn1c(SCC(=O)N2CCN(c3ccccc3)CC2)nnc1-c1cc2cc(Cl)ccc2o1 | -5 | i | -1 | i | i | i | i | i | i | i | 12
CN1CCN(C(=S)Nc2ccc(Cl)cc2Cl)CC1 | -9 | i | -14 | i | i | i | i | i | i | i | 0
COc1ccc(CCC(=O)NCCS(=O)(=O)N2CCN(c3ccccc3)CC2)cc1 | -9 | i | -1 | i | i | i | i | i | i | i | 2
Clc1ccc(N=C2SCCS2)cc1 | -8 | i | 1 | i | i | i | i | i | i | i | 0
O=C(NCCC1=CCCCC1)C1CCC(CNc2c(N3CCCCC3)c(=O)c2=O)CC1 (stereo not given) | -8 | i | 4 | i | i | i | i | i | i | i | 0
CC1/C(=N/O)CC(c2ccco2)NC1c1ccco1 (stereo not given) | -2 | i | 3 | i | i | i | i | i | i | i | 23
O=C(Cc1ccc(F)cc1)Nc1nnc(SCC(=O)NC2CCCC2)s1 | -10 | i | -8 | i | i | i | i | i | i | i | -7
CN(CC(=O)Nc1cccc(F)c1)C(=O)c1ccc2c(=O)n3c(nc2c1)CCC3 | -9 | i | -3 | i | i | i | i | i | i | i | -9
COC(=O)C1CCN(C(=O)COC(=O)[C@@H]2CC(O)CN2S(=O)(=O)c2ccc3c(c2)OCCO3)CC1 (stereo not given in full) | -6 | i | 6 | i | i | i | i | i | i | i | -4
COc1ccccc1-c1nnc(SC(C(=O)c2c[nH]c3ccccc23)c2ccccc2)n1C (stereo not given) | -7 | i | ? | i | i | i | i | i | i | i | 27
CC(C)[C@H](NC(=O)c1ccco1)C(=O)NC12CC3CC(CC(C3)C1)C2 | -28 | i | 1 | i | i | i | i | i | i | i | 9
Cc1c(Cl)cccc1NC(=O)CCC(=O)NNC(=O)CCC(=O)O | 0 | i | nt | i | i | i | i | i | i | i | -16
CC1=C(C)NC(=S)SC1 | -3 | i | 7 | i | i | i | i | i | i | i | 8
CCOC(=O)[C@H]1[C@H]2COc3cc(OC)ccc3[C@@H]2N2C(=O)N(c3ccc(Br)cc3)C(=O)[C@@]12C | -8 | i | 8 | i | i | i | i | i | i | i | 11
Cc1ccc(S(=O)(=O)NCc2ccc3c(c2)OCO3)cc1C | 3 | i | 3 | i | i | i | i | i | i | i | -8
CNc1oc(-c2ccc(C)cc2)nc1P(=O)(c1ccccc1)c1ccccc1 | -6 | i | 15 | i | i | i | i | i | i | i | 27
CCSc1nc2sc3c(c2c(=O)[nH]1)CCc1ccccc1-3 | -3 | i | 5 | i | i | i | i | i | i | i | -3
CC(C)OC(=O)c1c(NC(=O)c2ccco2)sc2c1CCCCC2 | 0 | i | -5 | i | i | i | i | i | i | i | 10
O=C(COc1ccc(Cl)cc1)OCC(=O)N1CCCCCC1 | -1 | i | 10 | i | i | i | i | i | i | i | -3
Cc1cccc(NC(=O)CCn2nc(C)cc2C)c1 | nt | i | 1 | nt | i | nt | nt | nt | nt | i | -2
O=[N+]([O-])c1ccc(N/N=C/c2ccccc2)c(F)c1 | -3 | i | 2 | i | i | i | i | i | i | i | 5
COc1ccc(C(=O)c2cc(C(C)=O)c(Nc3ccccc3)s2)cc1 | -13 | i | 4 | i | i | i | i | i | i | i | 24

The order is random. Share with any hit: about 6.3%.
